Source: PubChem BioAssay
STAT1 blocker: STAT1 signaling inhibition | inhibition, % at 5.5 µM | 200,000 compounds, 0.35% hits | NIH 3T3 STAT1-luciferase reporter, IFN-gamma, luminescence | AID 920;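 active = inhibition above a set limit, the mean inhibition across all tested compounds plus 3 SD, cut at about 34% in these data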;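 also: 0% = IFN-gamma with DMSO and 100% = IFN-gamma with 300 µM nifuroxazide; values of inactives mirror those of a sister screen read the other way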
STAT3 blocker: STAT3 signaling inhibition | AID 862 | U3A cells, IL-6 STAT3-luciferase reporter, luminescence; host cell line lacks STAT1 | 190,000 compounds, 0.89% hits | inhibition, % at 5.5 µM;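 active = inhibition above the mean inhibition across all screened compounds plus 3 SD, cut at about 44% in these data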;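 also: 0% = DMSO only wells and 100% = 100 µM nifuroxazide control wells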
TNAP act hiacc: activators of human TNAP at high phosphate acceptor concentration; P05186; purified TNAP, CDP-star luminescence, 1 M DEA, 30 min; hits give high values; 0 = EDTA background, 1 = DMSO-only activity; activation factor at 20 µM; 200,000 tested, under 10 active;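 active = activation factor at least 2 at 20 µM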
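Measured by: Luminescent substrate turnover signal | Test system: Human TNAP | Input: TNAP 1/800 final | Dosing: 20 µM single point | Schedule: 30 min, room temperature | Controls: EDTA wells as negative control, DMSO wells as positive control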
PPARg SRC3 recr: promotes SRC-3 coactivator recruitment by human PPARgamma. biochemical PPARgamma/SRC-3 coactivator recruitment assay. activation, % at 8 µM. 200,000 compounds, 0.26% hits; in the data active = activation above about 23%;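 also: 0% = DMSO and 100% = reference agonist; some compounds past the cut are filed as inactive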
Target sequence (P37231 whole entry, looked up): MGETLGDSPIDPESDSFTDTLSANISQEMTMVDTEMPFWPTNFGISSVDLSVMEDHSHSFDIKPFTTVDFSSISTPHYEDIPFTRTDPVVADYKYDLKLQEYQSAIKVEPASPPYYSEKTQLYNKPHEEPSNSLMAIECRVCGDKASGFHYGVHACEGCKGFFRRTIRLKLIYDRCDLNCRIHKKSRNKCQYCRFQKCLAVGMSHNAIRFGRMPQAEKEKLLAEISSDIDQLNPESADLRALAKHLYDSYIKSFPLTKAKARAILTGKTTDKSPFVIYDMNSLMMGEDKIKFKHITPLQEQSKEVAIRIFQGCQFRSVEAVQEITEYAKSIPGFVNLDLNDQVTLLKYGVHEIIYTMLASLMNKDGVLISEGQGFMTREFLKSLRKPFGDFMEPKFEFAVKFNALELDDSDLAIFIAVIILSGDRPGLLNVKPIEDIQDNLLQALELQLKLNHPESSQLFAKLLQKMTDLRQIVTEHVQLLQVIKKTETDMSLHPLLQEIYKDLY
bIAP inhibitor: blocks bovine intestinal alkaline phosphatase activity | purified bovine IAP, CDP-star luminescence, 30 min | inhibition, % at 20 µM | 190,000 tested, under 10 active | AID 1019;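 active = over 50% inhibition of intestinal alkaline phosphatase at 20 µM in the single-dose screen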
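System: purified bovine intestinal alkaline phosphatase (IAP) enzyme; Input: IAP diluted 1/65,000,000 in the well; Measured by: CDP-star luminescence signal; Compound dosing: 20 µM single dose; Incubation: 30 min reaction at room temperature.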
PPARg SRC-2 ag: PPARgamma-driven SRC-2 recruitment agonism; PPARgamma LBD-SRC-2 recruitment, biochemical; activation, % at 8 µM; 200,000 compounds, 0.34% hits; AID 1032; in the data active = activation above about 22%;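 also: 0% = vehicle and 100% = reference agonist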
bIAP activator: increases bovine intestinal alkaline phosphatase activity | 200,000 compounds, 0.17% hits | purified bovine IAP, CDP-star luminescence, 30 min; hits give high values; fold of DMSO-control signal, blank-subtracted | activation factor at 20 µM | AID 1016;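 active = activation factor of 2 or more at 20 µM, a signal rise over negative controls twice the positive control's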
PPARg SRC1 recr: PPARgamma-driven SRC-1 recruitment agonism. P37231. PPARgamma-SRC-1 coactivator recruitment biochemical assay. activation, % at 8 µM. 200,000 compounds, 0.41% hits. AID 631; in the data active = activation above about 19%;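 also: 0% = DMSO and 100% = reference agonist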
ROMK primary: human ROMK K+ channel modulation, primary screen; AID 1918; B-score at 10 µM; 130,000 compounds, 2% hits; P48048; Tet-inducible ROMK, thallium flux fluorescence; actives lie on both sides;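 active = signal ratio slope over the read window, or its plate-corrected B-score, at least 3 SD from the plate mean, either direction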;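 also: B-score of the F/F0 ratio slope over 7 to 12 s after thallium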
Target sequence (P48048 whole entry, looked up): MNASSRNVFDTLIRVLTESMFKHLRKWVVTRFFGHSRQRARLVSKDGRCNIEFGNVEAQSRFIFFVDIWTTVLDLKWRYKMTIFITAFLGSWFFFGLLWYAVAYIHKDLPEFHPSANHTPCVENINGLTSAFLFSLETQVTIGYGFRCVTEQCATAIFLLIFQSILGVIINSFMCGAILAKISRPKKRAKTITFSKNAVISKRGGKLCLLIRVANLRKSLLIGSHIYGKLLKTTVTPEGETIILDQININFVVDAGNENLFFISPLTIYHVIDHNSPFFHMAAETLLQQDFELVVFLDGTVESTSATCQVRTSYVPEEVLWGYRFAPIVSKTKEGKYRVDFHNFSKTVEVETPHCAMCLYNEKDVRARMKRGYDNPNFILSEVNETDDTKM
STAT3 act: STAT3 signaling activation | U3A cells, IL-6 STAT3-luciferase reporter, luminescence; 100% = signal with IL-6 EC80 alone | activation (% of control), % at 5.6 µM | 190,000 compounds, 0.91% hits | AID 871;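 active = activation above the screen-wide mean of compound activation plus 3 SD, cut at about 130% in these data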;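 also: 0% = background luminescence of wells with medium and substrate only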
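Detection: reporter luminescence signal / Assay system: STAT1-lacking human U3A cells, STAT3 luciferase reporter / Incubation: compound pre-incubation 1 h before IL-6, then 6 h stimulation at 37 °C / Control set: IL-6-only high control / Read-out: % activation relative to IL-6 control / Probe or stimulus: Interleukin-6, 33 ng/mL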
SRC2 TRFRET art: flags TR-FRET format artefacts in PPARgamma SRC-2 recruitment agonist screen. 200,000 compounds, 0.4% hits. AID 1049. TR-FRET artefact counter-screen; hits give high values. TR-FRET ratio at 8 µM; in the data active = TR-FRET ratio above about 2000; also: inactives centre near 1500
Active calls of the source: *; nt = no result given; & = joins results of further samples; ! = not confirmed by another sample. Hits appear at their usual frequency. About 3.7% of those tested had a hit in this group.

SMILES | STAT3 blocker | bIAP activator | bIAP inhibitor | SRC2 TRFRET art | ROMK primary | PPARg SRC-2 ag | STAT3 act | STAT1 blocker | PPARg SRC3 recr | TNAP act hiacc | PPARg SRC1 recr
C#CCOCCOCCOCCNc1nc(N2CCN(C(=O)[C@H]([C@@H](C)CC)n3cc([C@@H](N)CO)nn3)CC2)nc(N2CCN(C(=O)[C@H](Cc3ccc(O)cc3)n3cc([C@@H](N)C(C)CC)nn3)CC2)n1 (some centres undefined) | nt | 1.2 | -19 | 1439 | nt | -3 | nt | -2 | -1 | 1.1 | 2
C/C(=N/NC(=O)Cc1cccn1C)c1ccccc1 | 2 | 1.1 | -7 | 1444 | nt | -2 | 102 | -6 | 0 | 1 | -7
CCCCN(CC)CCCNC(=O)c1cc2c(=O)n(C)c3ccccc3c2n1C | -1 | 0.9 | 8 | 1304 | nt | -3 | 105 | -6 | 6 | 1 | -1
CC1Cc2ccccc2N1C(=O)CN1CCc2ccccc2C1 (centres undefined) | 1 | 1 | 1 | 1597 | nt | 4 | 105 | 7 | -1 | 1.1 | 12
COc1ccccc1-n1c(-c2ccccc2)c[n+]2c1CCc1ccccc1-2 | 86* | 1.2&0.9 | -16&6 | 1556&1469 | -0.15&-0.065 | 2&-4 | 34&39 | 34*! | 0&-6 | 1.1&1.1 | 10&-2
Cc1ccc(S(=O)(=O)N2CCN(C(=O)CCC(=O)OCC(=O)Nc3cccc(C#N)c3)CC2)cc1 | -4 | 1.1 | -10 | 1553 | nt | 6 | 107 | 4 | 4 | 1.1 | -1
CC1(c2ccccc2)CC(C)(C)N2C(=O)/C(=C3\SC(=S)NC3=O)c3cccc1c32 (centres undefined) | 17 | 1 | 4 | 1409 | nt | 3 | 88 | 11 | 0 | 0.7 | 1
Cc1ccc(NC(=S)N(Cc2ccc(Br)cc2)Cc2ccc(C(=O)O)cc2)cc1C | 5 | 1.1 | -13 | 1891 | 1.7 | 16 | 98 | -13 | 5 | 1 | 13
CC(=O)NS(=O)(=O)c1cccnc1Nc1cccc(Cl)c1 | -2 | 0.9 | 9 | 1664 | nt | 6 | 109 | 0 | 3 | 1 | 4
COC(=O)c1sc(S(=O)(=O)Nc2ccc(Br)cc2)c(C(=O)OC)c1C | -5 | 0.9 | 15 | 1463 | 0.39 | 5 | 102 | 4 | 3 | 1 | -3
Cc1ccccc1-n1nc(C)c2cc(C(=O)N3CCOCC3)sc21 | 4 | 1 | 2 | 1389 | -1.1 | -4 | 99 | -3 | -1 | 1.1 | -3
COC(=O)COC(=O)c1ccccc1NC(=O)c1ccccc1 | 6 | 1 | 4 | 1632 | nt | 5 | 97 | -3 | 2 | 1 | 0
O=C(Nc1ccc(S(=O)(=O)Nc2ncccn2)cc1)C1COc2ccccc2O1 (centres undefined) | -7 | 0.9 | 7 | 1606 | -0.0048 | 4 | 109 | -6 | 0 | 1 | 5
O=C1CCCC2=C1C1(CCCCC1)N=C(Nc1nc3ccccc3s1)N2 | 5 | 0.9 | 10 | 1435 | 0.56 | 3 | 96 | 5 | -3 | 1 | 1
COc1ccc(NS(=O)(=O)c2ccc(O)c(C(=O)OCC(=O)NC3CCCCC3)c2)cc1 | 0 | 0.9 | 9 | 1745 | 0.81 | -2 | 102 | 0 | 2 | 1.1 | 5
CSc1nnc(-c2sc3cc(C(F)(F)F)cnc3c2-c2ccccc2)n1C | 8 | 1 | 3 | 1495 | -0.16 | 10 | 98 | -2 | 3 | 1 | 7
COc1ccccc1/C=N/NC(=O)C1=NNC(c2ccccc2)(c2ccccc2)C1 | -52 | 0.9 | 13 | 1636 | nt | 5 | 149* | 10 | -1 | 1 | 10
CCCOc1ccc(N2C(=O)CC(N3CCN(C(=O)c4ccco4)CC3)C2=O)cc1 (centres undefined) | -8 | 1 | 2 | 1517 | -1.6 | 3 | 110 | -5 | -17 | 1 | -2
Cc1ccc(NC(=O)CN2C(=O)S/C(=C\c3cc(C)n(C)c3C)C2=O)cc1 | 15 | 1 | 3 | 1604 | -0.14 | 2 | 92 | 4 | 7 | 1 | 8
O=C(CNC(=S)NC(=O)C1CCCCC1)c1ccccc1 | 1 | 1.1 | -7 | 1591 | nt | 8 | 101 | -22 | 2 | 1 | 6
CN(CC(=O)Nc1cccc([N+](=O)[O-])c1)S(=O)(=O)c1ccccc1 | 8 | 1 | -4 | 1521 | -0.03 | 5 | 99 | 1 | 3 | 1.1 | 3
O=C(NC1CCCC1)c1cccc(Oc2ccccc2)c1 | 0 | 1 | -3 | 1570 | -0.61 | -1 | 112 | -6 | -4 | 1 | 1
Cc1ccc(C(=O)N2CCN(c3ccccc3Cl)CC2)cc1[N+](=O)[O-] | 12 | 1 | -5 | 1605 | 0.57 | 1 | 92 | 6 | 5 | 1 | 11
Cc1sc2ncn(CC(=O)N3CCCCC3)c(=O)c2c1C | 10 | 1 | -2 | 1592 | 1.2 | 7 | 97 | -11 | -2 | 1 | 3
O=C(COC(=O)/C=C/c1cccc([N+](=O)[O-])c1)NCCCN1CCCC1=O | 6 | 1 | 4 | 1685 | -0.3 | 12 | 98 | 9 | 2 | 1.1 | 12
O=C(NCc1cccnc1)/C(=C/c1ccccc1)NC(=O)c1ccccc1 | 3 | 0.9 | 7 | 1594 | 0.3 | 7 | 99 | 1 | 1 | 1 | -3
c1cncc(-c2nc(N3CCCCCC3)c3ccccc3n2)c1 | 15 | 1.1 | -9 | 1646 | -2.6 | 9 | 90 | -10 | 11 | 1 | 11
COc1ccc2oc3ccc(OC)cc3c(=O)c2c1 | 11 | 1 | -3 | 1666 | nt | 2 | 100 | -49 | 1 | 1 | -4
Cc1nonc1OCCNCc1c(C(=O)N(C)C)nc2ccc(Cl)cn12 | 8 | 1.1 | -9 | 1766 | nt | 17 | 94 | 0 | 1 | 1.1 | 2
Nc1nnc(SCC(=O)Nc2ccc(F)c(Cl)c2)n1-c1ccccc1 | 4 | 0.9 | 12 | 1692 | nt | 0 | 101 | 3 | 6 | 1 | 2

(next part)
SMILES | STAT3 blocker | bIAP activator | bIAP inhibitor | SRC2 TRFRET art | ROMK primary | PPARg SRC-2 ag | STAT3 act | STAT1 blocker | PPARg SRC3 recr | TNAP act hiacc | PPARg SRC1 recr
O=c1oc2ccccc2cc1-c1ccccc1 | 7 | 0.9 | 5 | 1433 | 0.16 | -5 | 98 | -32 | -4 | 1.1 | -11
CCOC(=O)N1CCN(C(=O)Cn2nc(C)c3sc4ccccc4c3c2=O)CC1 | 14 | 1 | -4 | 1749 | nt | 2 | 92 | 15 | 0 | 1 | 8
O=C1c2ccccc2C(=O)N1OCc1ccccc1 | -40 | 1 | 4 | 1469 | -0.09 | 4 | 137* | -10 | 4 | 0.9 | -4
COc1ccc(-c2ccc(=O)n(CC(=O)NC3CCc4ccccc43)n2)cc1OC (centres undefined) | 4 | 1 | 4 | 1593 | -0.72 | 6 | 98 | 7 | 1 | 1.1 | -3
CCc1cccc(CC)c1NC(=O)CCCSc1nc2ccccc2s1 | -3 | 1 | 4 | 1500 | 0.13 | 2 | 104 | -1 | 2 | 1 | 7
Cc1cc(SCC(=O)c2ccccc2)nc(SCC(=O)c2ccccc2)n1 | 10 | 1 | 2 | 1598 | nt | 0 | 95 | 0 | 20 | 1 | 2
COC(=O)[C@H](C)NC(=O)NC1CCCc2ccccc21 (some centres undefined) | -5 | 0.9 | 6 | 1599 | 0.62 | 2 | 109 | 2 | -6 | 1 | 7
CC1CN(C(=O)c2ccccc2C(=O)c2ncc[nH]2)CC(C)O1 (centres undefined) | 1 | 1 | 3 | 1383 | -0.75 | -3 | 101 | -7 | 12 | 0.9 | -9
Nc1nc2n(n1)C(c1ccco1)CC(c1ccc(Cl)cc1)N2 (centres undefined) | 20 | 0.9 | 10 | 1633 | 1.1 | 5 | 84 | 2 | 2 | 1.1 | 14
Cn1nc(C(F)(F)F)c(/C=N/OC(=O)c2ccccc2Cl)c1SCc1ccc(Cl)cc1 | 16 | 0.8 | 23 | 1605 | nt | 5 | 89 | 5 | -3 | 1 | 3
O=C(NC1CCCCC1)N1CCN(C2CCCCC2)CC1 | 5 | 1 | -1 | 1497 | nt | 11 | 97 | 0 | 7 | 1.1 | 0
CN(c1ccccc1C(=O)Nc1ccc2c(c1)OCO2)S(C)(=O)=O | -9 | 1 | 2 | 1394 | nt | -3 | 111 | -1 | 3 | 1 | -6
COc1cccc(NC(=O)CCSc2ccc(C)cc2)c1 | 1 | 1 | 4 | 1506 | -0.18 | -4 | 103 | -10 | 3 | 1 | 2
Cc1cc(OC(=O)c2ccc(S(=O)(=O)N3CCCC3)cc2)c([N+](=O)[O-])c(=O)[nH]1 | 14 | 1 | 4 | 1426 | 0.41 | 6 | 93 | -2 | -4 | 1 | -7
O=c1[nH]c2cc3c(cc2cc1CN(CCCO)C(=S)NCc1ccco1)OCO3 | 10 | 1.1 | -5 | 1495 | 0.56 | -1 | 93 | 9 | 3 | 1 | 1
Cc1ccc(NC(=O)CSc2ccc(-c3cccnc3)nn2)cc1Cl | 9 | 1 | 3 | 1460 | nt | -3 | 95 | 4 | 8 | 1 | -1
COc1ccc(-c2nnc(SC(C)C(=O)Nc3cccc(Cl)c3)o2)cc1 (centres undefined) | 0 | 1.1 | -14 | 1512 | -0.075 | 5 | 104 | -4 | 9 | 1 | 7
Cc1cccc(C(=O)NCC(=O)OCC(=O)N2CCCCC2)c1 | -9 | 1 | -3 | 1472 | 0.3 | -1 | 114 | -8 | -2 | 1 | -4
COc1ccccc1C/C(N)=N/OC(=O)c1cccc([N+](=O)[O-])c1C | 10 | 0.8 | 16 | 1518 | -1.2 | 5 | 93 | -1 | -2 | 1 | 1
COCCCNS(=O)(=O)c1ccccc1 | 11 | 0.9 | 11 | 1772 | nt | 4 | 94 | 1 | -7 | 1 | 2
CC(=O)NCCc1nc2cc(NC(=O)c3cccs3)ccc2n1C | 17 | 0.9 | 7 | 1773 | 0.45 | 10 | 92 | -11 | 6 | 1 | 5
Cc1c(NC(=O)/C(C#N)=C/c2c(Oc3ccccc3)nc3ccccn3c2=O)c(=O)n(-c2ccccc2)n1C | 6 | 0.9 | 7 | 1626 | -0.6 | 0 | 97 | -3 | 8 | 1 | 6
CC1(C)CC(=O)C2=C(C1)NC(Nc1nc3ccccc3o1)=NC21CCCCC1 | 3 | 1 | 2 | 1579 | 0.042 | -4 | 101 | -2 | -2 | 1.1 | 10
